Screens (PubChem)
TDP1 inh – TDP1 (human) enzyme inhibition; recombinant TDP1, AlphaScreen DNA substrate cleavage; Potency, µM (doses to about 130 µM), without a hit: at the highest dose activity change, negative = inhibition, hits mostly inhibitors; hit rate 0.28% among 350,000; AID 485290; note: nearly all actives have a fitted effect of over 40% in size
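Signal: AlphaScreen proximity between streptavidin donor and anti-FITC acceptor beads on intact substrate. Reaction: Tdp1 1 nM, substrate 15 nM final, 5 min RT after 15 min compound preincubation.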
KAT2A inh – inhibitors of human GCN5L2 histone acetyltransferase; Q92830; GCN5L2 HAT assay, ThioGlo1 CoA-SH fluorescence; hit rate 0.21% among 390,000; Potency, µM (titrated, usually from 58.9 µM), inactives show top-dose activity change, negative = inhibition, hits mostly inhibitors
Target sequence (Q92830 whole entry, looked up): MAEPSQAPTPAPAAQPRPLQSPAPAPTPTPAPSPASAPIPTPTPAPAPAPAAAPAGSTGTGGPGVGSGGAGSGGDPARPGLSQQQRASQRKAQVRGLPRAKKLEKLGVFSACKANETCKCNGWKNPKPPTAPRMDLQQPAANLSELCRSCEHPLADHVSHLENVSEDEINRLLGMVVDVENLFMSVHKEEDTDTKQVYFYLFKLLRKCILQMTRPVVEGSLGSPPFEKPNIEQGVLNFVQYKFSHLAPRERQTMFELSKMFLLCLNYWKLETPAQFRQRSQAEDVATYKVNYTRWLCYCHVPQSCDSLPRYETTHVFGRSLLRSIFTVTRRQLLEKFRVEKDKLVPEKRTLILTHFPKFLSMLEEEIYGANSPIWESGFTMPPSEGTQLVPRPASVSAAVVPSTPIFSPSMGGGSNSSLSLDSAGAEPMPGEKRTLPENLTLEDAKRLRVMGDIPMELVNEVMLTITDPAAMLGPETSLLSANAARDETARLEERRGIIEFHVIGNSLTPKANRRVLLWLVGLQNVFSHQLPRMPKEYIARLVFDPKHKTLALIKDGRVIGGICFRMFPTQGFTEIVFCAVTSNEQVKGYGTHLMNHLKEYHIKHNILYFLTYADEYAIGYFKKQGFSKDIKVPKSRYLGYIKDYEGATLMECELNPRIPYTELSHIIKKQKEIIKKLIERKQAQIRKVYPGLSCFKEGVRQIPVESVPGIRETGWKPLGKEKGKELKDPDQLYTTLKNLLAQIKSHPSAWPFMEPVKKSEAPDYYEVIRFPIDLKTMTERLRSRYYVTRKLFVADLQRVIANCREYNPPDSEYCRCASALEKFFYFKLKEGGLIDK
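Fluorescence readout, Ex340nm/Em540nm: ThioGlo1 (50uM final) reacts with free CoA thiol released as 20nM GCN5L2 acetylates H3(1-25) peptide (75uM) using acetyl-CoA (70uM). Compound and enzyme sat 15 min beforehand; 20 min room-temperature reaction.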
TDP1 cell noCPT – qHTS for Inhibitors of human tyrosyl-DNA phosphodiesterase 1 (TDP1): qHTS in cells in absence of CPT. DT40 Tdp1-/- hTDP1 cells, no CPT, ATP luminescence, 48 h. Potency, µM (highest dose often 46.2 µM), without a hit: at the top dose activity change, negative = growth inhibition, actives largely listed as inhibitors. hit rate 15% among 420,000; note: nearly all actives have a fitted effect of over 55% in size
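Compound effects on proliferation are scored in DT40 Tdp1-/-;hTDP1 cells in the absence of CPT. ATP levels (CellTiter-Glo luminescence) are recorded after a ≥48 hr, 37 °C incubation.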
* marks the source's active call; other numbers are inactive results; u = inconclusive; x = no result given; & = joins results of further samples; [ ] = another dose, or the depositor's remark. Calls come from the whole dose curve; as a rule, active = well fitted curve in the direction sought with a large enough effect; inconclusive = small, poorly fitted or top-dose-only effect, or another doubt; inactive = no such curve, though single readings can be large; an effect the other way counts as inactive or inconclusive. % is set by controls: 0 for no effect and ±100 for the full control effect; potency is the fitted concentration of half-maximal effect. Some of the compounds tested (hit frequency here may not be typical).

Values in the order – TDP1 inh	KAT2A inh	TDP1 cell noCPT
> Cc1ccc(O)c(NC2=C(Cl)C(=O)N(Cc3ccccc3)C2=O)c1
 : 6.0%	-7.1%	u
> COC(=O)c1ccccc1NS(=O)(=O)c1ccc(O)c(C(=O)O)c1
 : -2.2%	-9.6%	6.3%
> COc1ccccc1CNC(=O)CSCc1nc(-c2ccc(OC)c(OC)c2)oc1C
 : -1.2%	-1.5%	18.4µM*
> CCOC(=O)N1CCN(Cc2c(F)cccc2F)CC1
 : -1.4%	-3.8%	-9.1%
> Cn1nc([N+](=O)[O-])nc1Oc1ccccc1N
 : 0.5%	-6.4%	11.7%
> CN(C)CCn1c(NCc2ccc3c(c2)OCO3)nc2ccccc21
 : x	-3.2%	u
> CC[n+]1c(-c2ccc(C)cc2)csc1Nc1c(C)n(C)n(-c2ccccc2)c1=O
 : 7.9%	37.8%[activator]	11.6µM*
> CC(C)OC(=O)c1nnn(-c2nonc2N)c1CSc1ccccn1
 : 1.0%	-13.7%	u
> CCC1(C)NC(=O)N(CC(=O)N2N=C(c3ccccc3)CC2c2ccc(OC)cc2)C1=O (stereo unspecified)
 : 5.5%	-5.0%	-9.3%
> CC(=O)Nc1ccc(NC(=O)C2CCCN2C(=O)Nc2ccc(F)cc2)cc1 (stereo unspecified)
 : 1.1%[0.0935 µM]	-1.8%	-3.5%
> O=C1c2cccnc2C(=O)N1Cc1ccc(S(=O)(=O)N2CCOc3ccc(Cl)cc32)cc1
 : 2.3%	1.3%	21.7%
> Cc1ccc(NC(=O)CN(C)C(=O)c2sc3cc(Cl)ccc3c2Cl)cc1
 : x	-1.8%	-20.4%
> CCCCCCn1c(CN2CCN(C(=O)c3ccco3)CC2)nc2c1c(=O)n(C)c(=O)n2C
 : 5.2%	-0.8%	u
> COc1ccc(N(CC(=O)Nc2cccc(C(C)=O)c2)S(=O)(=O)c2ccccc2)c(OC)c1
 : 3.2%	-5.3%	6.51µM*
> O=S(=O)(c1ccc(C2=CSC3=NCCN23)cc1)N1CCOCC1
 : 0.0%	-9.3%	-11.6%
> CN1CCN(C(=O)CCN2C(=O)/C(=C/c3ccccc3Cl)SC2=S)CC1
 : 6.2%	2.1%	11.6µM*
> CC1CCCCN1C(=O)COC(=O)Cc1c[nH]c2ccccc12 (stereo unspecified)
 : 1.1%	2.8%	-10.7%
> Cc1ccc(C(=O)NCCc2cccc(Cl)c2)cc1[N+](=O)[O-]
 : 0.0%	-7.6%	20.6µM*
> CCOC(=O)C1CCN(C(=O)c2ccc3c(c2)sc2nc(-c4ccccc4)cn23)CC1
 : 0.0%	-4.6%	23.1µM*
> Nc1ccc2c(C(F)(F)F)cc(C(F)(F)F)nc2n1
 : 0.6%	-4.9%	-6.9%

(next part)
Values in the order – TDP1 inh	KAT2A inh	TDP1 cell noCPT
> COC(=O)CCN(C(=O)c1ccc(N2CCCC2)c([N+](=O)[O-])c1)c1ccccn1
 : -2.5%	-1.0%	u
> O=C(CC1SC(=NCC2CCCO2)NC1=O)Nc1cccc2ccccc12 (stereo unspecified)
 : -8.2%	-2.3%	4.4%
> CCC(=O)Nc1ccccc1C(=O)NC1CCCCC1
 : 0.7%	-5.5%[0.501 µM]	-8.2%
> CC(=O)c1ccc(NC(=O)C2(c3ccccc3)CC2(Cl)Cl)cc1 (stereo unspecified)
 : -2.6%	-4.9%	u
> CN(C)c1nn(C(=O)Nc2cccc(C(F)(F)F)c2)cc1-c1ccccc1
 : 7.1%	-3.0%	-23.3%
> Clc1ccc(CNc2cnccn2)cc1
 : -2.5%	-5.3%	-20.9%
> CCc1nn2c(N(C)CCO)cc(C)nc2c1-c1ccc(F)cc1
 : 3.6%	-5.1%	u
> CC(=O)NCC12CC3CC(C1)CC(C(=O)O)(C3)C2
 : 3.9%	-12.2%	u
> COC(=O)c1cc(S(=O)(=O)NC2CCN(Cc3ccccc3)CC2)cn1C
 : -5.6%	-5.6%	u
> COc1ccc(Oc2cccc(Cl)c2CNC(=O)CCCC(=O)O)cc1
 : 0.0%	4.0%	-6.7%
> CCC(C(=O)OCC(=O)N1CCN(c2ccc(OC)cc2)CC1)c1ccccc1 (stereo unspecified)
 : 4.0%	-1.1%	u
> O=C(CCNS(=O)(=O)c1ccccc1F)N1CCN(C/C=C/c2ccccc2)CC1
 : -2.3%	-13.3%	u
> C=CC[N+](C)(C)CC(=O)OCc1ccccc1
 : 4.3%	2.7%	19.7%
> CC(C)(C)C1CCC(CN2C(Nc3ccccc3)=NC[C@@H]2Cc2ccccc2)CC1 (stereo partly specified)
 : 2.7%	-3.6%	13µM*
> CN1CCC(N(C)S(=O)(=O)c2ccc(NC(=O)COc3ccc(Cl)cc3)cc2)CC1
 : 1.0%	-8.5%	u
> CCOC(=O)C1Cn2c(nc3c(c2=O)C(C)(CC)Cc2ccccc2-3)S1 (stereo unspecified)
 : -6.8%	-9.1%	u
> COc1ccc(CCNC(=O)c2ccco2)cc1OC
 : -1.2%	19.1%	-3.0%
> CCOC(=O)c1[nH]c(C)c(C(=O)NCC2CCCO2)c1C (stereo unspecified)
 : 4.4%	-0.3%	-1.1%
> CC(C)c1cc(=O)n2[nH]c(SCc3ccc(Cl)cc3)nc2n1
 : x	2.2%	6.5%
> NC(=O)CC(NC(=O)Cc1ccc(Cl)cc1)c1ccc(NC2CCCCCC2)c([N+](=O)[O-])c1 (stereo unspecified)
 : x	-3.9%	-22.2%

The results go on:
Values in the order – TDP1 inh	KAT2A inh	TDP1 cell noCPT
> CC1(C)CC(=O)C(N=Nc2c(F)cccc2F)=C(O)C1
 : 5.1%	-8.7%	-7.3%
> Cc1ccc(CN(C(=O)COc2ccccc2[N+](=O)[O-])c2ccccn2)cc1
 : 2.6%	-12.8%	u
> Nc1cc([N+](=O)[O-])cc2oc(-c3ccccc3)cc12
 : x	-16.0%	u
> CCC(=O)Nc1cc(C)c(NC(=O)c2ccco2)cn1
 : -4.1%	-13.0%	-1.4%
> Cc1ccc([N+](=O)[O-])c(OCCN2CCc3ccccc3C2)c1
 : 7.6%	-1.9%	-10.8%
> Cc1ccc(SCc2c(C#N)c3ccccc3n2C)cc1
 : -7.8%	-16.4%	20.6µM*
> COCCn1c(N2CCCC2)nc2c1c(=O)[nH]c(=O)n2C
 : x	-0.8%	0.5%
> C=CCOCCN(CCOCC=C)C1=NS(=O)(=O)c2ccccc21
 : -1.2%	-0.2%	-4.6%
> CCCCCc1nc2c(c(=O)c3ccccc3n2C)c(=O)n1Cc1ccc(OC)cc1
 : -2.7%	-18.6%	-25.2%
> CCc1nnc(NC(=O)CCC(=O)N2CCN(C3CCCCC3)CC2)s1
 : -3.0%	1.7%	-17.5%
> Nc1nc(NCC(=O)O)nc(N2CCCCCC2)c1[N+](=O)[O-]
 : x	-7.5%	0.0%
> CCOc1ccc(N2CC(C(=O)NCCN3C(=O)S/C(=C/c4cccnc4)C3=O)CC2=O)cc1 (stereo unspecified)
 : 10.3%	-2.5%	-29.6%
> CO/N=C/c1ccc(N2CCN(C(=O)c3ccc(C)cc3)CC2)c([N+](=O)[O-])c1
 : 7.8%	u	14.6µM*
> Cc1cccc(CN2CCC(C(=O)Nc3ccc(-n4nc(C)cc4C)cc3)CC2)n1
 : 4.6%[56.1 µM]	-1.3%	u
> C=CC(=O)O
 : -6.4%	7.6%	-1.4%
> COc1cc2c(cc1NC(=O)C(C)Oc1ccc(Cl)cc1Cl)oc1ccccc12 (stereo unspecified)
 : 0.0%	-1.7%	-24.3%
> COc1ccccc1/C=C/C(=O)NC(=S)N1CCOCC1
 : 1.7%	-25.6%	-12.6%
> O=c1[nH]c(NC2CCCCC2)c([N+](=O)[O-])c(=O)[nH]1
 : 0.0%	-6.0%	-17.6%
> COc1ccc(S(=O)(=O)Nc2ccccc2C(=O)NCc2ccco2)cc1Br
 : 5.1%	x	-6.0%
> CC(C)[C@H](NC(=O)N1CC(=O)Nc2ccccc21)C(=O)N[C@@H](C(=O)O)c1ccccc1
 : 4.6%	-19.7%	14.6%

Going on with the list.
Values in the order – TDP1 inh	KAT2A inh	TDP1 cell noCPT
> COC(=O)c1cc(COC(=O)COc2ccc(C)c(C)c2)oc1C
 : -19.5%	-8.8%	0.6%
> Cc1cc(C)cc(NC(=O)c2cccc(C(=O)Nc3cc(C)cc(C)c3)c2)c1
 : 0.4%[12.3 µM]	-2.9%	-27.9%
> Cc1cccc(C2=N/C(=C\c3cccnc3)C(=O)O2)c1
 : 2.6%	-11.4%	-17.7%
> CCn1cc(C(=O)NCc2ccccc2OC)c(=O)c2ccc(C)nc21
 : 4.2%	-1.3%	-7.4%
> Cc1ccc(C(=O)COC(=O)CCN2C(=O)C3C4C=CC(C5CC45)C3C2=O)cc1 (stereo unspecified)
 : 0.4%	-5.1%	25.3%
> Cc1ccc(S(=O)(=O)C(C)C(=O)c2ccc3c(c2)OCCO3)cc1 (stereo unspecified)
 : 1.8%	0.0%	-24.0%
> CN(CC(=O)Nc1ccc(N2CCOCC2)cc1)C(=O)CCCOc1ccc(Cl)cc1Cl
 : 0.5%	-9.2%	u
> Cc1ccc(CN(Cc2ccccn2)C(=O)Nc2ccc(C)c(C)c2)cc1
 : x	-6.4%	u
> Cc1nnsc1SCCNC(=O)c1ccc(F)cc1
 : 0.0%	-11.2%	-1.1%
> CC(=O)c1ccccc1N(C(=O)c1ccco1)C(C(=O)NC1CCCC1)c1ccc(N2CCOCC2)cc1 (stereo unspecified)
 : 3.6%	-6.0%	-13.4%
> COc1cc(NC(=O)c2cc(-c3ccccc3)on2)cc(OC)c1OC
 : x	-9.8%	13µM*
> CC1CCN(C(c2ccc(F)cc2)c2sc3nc(-c4ccco4)nn3c2O)CC1 (stereo unspecified)
 : 2.6%	-13.7%	5.1%
> COc1ccc2cc(-c3nc(Cl)c4c5c(sc4n3)CCCC5)c(=O)oc2c1
 : -3.6%	-11.1%	1.0%
> Cc1cccc(C)c1NC(=S)N1CCC(c2ccccc2)C1 (stereo unspecified)
 : 6.9%	-1.0%	u
> Cc1ccnc(NC(=O)CNC(=O)c2ccccc2)c1
 : x	1.1%	5.5%
> CCOc1ccc(-c2nc(C#N)c(NCc3ccco3)o2)cc1
 : -2.7%	-8.1%	u
> CCOC(=O)c1ccc(NC(=O)CC2C(=O)OCCN2CC)cc1 (stereo unspecified)
 : -3.2%&2.7%	0.2%&-3.3%	20.6µM*
> Cc1cccc(C(=O)NC(=O)Nc2c(C)cc(C)nc2C)c1
 : -5.1%	-1.5%	u
> CCOc1ccccc1CNC(=O)c1ccc(NC(=O)N2CCSc3ncccc32)cc1
 : -8.5%	-4.4%	14.6µM*
> CCOC(=O)N1CCN(C(=O)c2cc3c(s2)-c2ccccc2OC3)CC1
 : -6.5%	-5.1%	u

2 entries drawn at random from those above, as already listed:
Values in the order – TDP1 inh	KAT2A inh	TDP1 cell noCPT
> Nc1ccc2c(C(F)(F)F)cc(C(F)(F)F)nc2n1
 : 0.6%	-4.9%	-6.9%
> COc1ccc(S(=O)(=O)Nc2ccccc2C(=O)NCc2ccco2)cc1Br
 : 5.1%	x	-6.0%

Other entries.
Values in the order – TDP1 inh	KAT2A inh	TDP1 cell noCPT
> O=S1(=O)CC(O)C(N=Nc2c(O)n(Cc3ccccc3)c3ccccc23)C1 (stereo unspecified)
 : x	-4.4%	11.6µM*
> COc1ccc(OC)c(S(=O)(=O)N2CCCC2C(=O)NC(C)c2ccccc2)c1 (stereo unspecified)
 : 1.2%	1.1%	-16.5%
> CCCCC1NC(C(=O)O)CS1 (stereo unspecified)
 : -2.7%	-15.0%	2.7%
> O=C(Nc1nc(-c2cccs2)cs1)c1cccc(S(=O)(=O)N2CCCCC2)c1
 : 5.6%	-15.4%	25.9µM*
> CNC(=O)CC1C(=O)N(C)C(=S)N1NC(=O)c1ccccc1 (stereo unspecified)
 : 0.0%	-0.6%	2.1%
> Cc1ccc(S(=O)(=O)NCC(=O)N(CC(=O)NCC2CCCO2)c2cccc(F)c2)cc1 (stereo unspecified)
 : x	0.4%	-5.1%
> C#CCOCCOCCOCCNc1nc(N2CCN(C(=O)[C@H]([C@@H](C)CC)n3cc(CCCCN)nn3)CC2)nc(N2CCN(C(=O)[C@H](C)n3cc(CCC(=O)O)nn3)CC2)n1
 : -2.6%	-2.3%	0.1%
> Cc1ccc(N2C(=O)NC(NC(=O)C(C)(C)C)(C(F)(F)F)C2=O)cc1 (stereo unspecified)
 : -2.7%	-13.5%	-0.4%
> CN(C)c1ccc(-c2nccc(NCCN3CCOCC3)n2)cc1
 : 7.3%[56.1 µM]	-12.8%	u
> CCOc1ccc(C(=O)c2oc3ccccc3c2NC(=O)c2cc(-c3ccc(C)cc3)on2)cc1
 : -3.6%	-7.8%	-0.7%
> Cc1noc(C)c1C(=O)NNc1cc(Cl)ccc1Cl
 : -19.2%	-14.4%	-21.5%
> COc1cccc(C(=O)NCCS(=O)(=O)NCCc2ccc(OC)c(OC)c2)c1
 : x	-6.3%	-5.0%
> COc1ccc(C(C(=O)NC(C)(C)C)N(Cc2ccc(F)cc2)C(=O)CCC(=O)Nc2cc(C)on2)cc1 (stereo unspecified)
 : x	-7.4%	u
